Eya2 inh: blocks the phosphatase activity of human Eya2. actives 0.006% (n = 330,000). AID 488837. Potency, µM (titrated, usually from 76.9 µM), for the others: at the top dose activity, negative = inhibition, hits mostly inhibitors. O00167. recombinant Eya2, OMFP fluorescence dephosphorylation (OMFP is methylfluorescein phosphate); further: potency means the concentration at half of the fitted maximal effect; on the % scale 0 is the no-effect control and ±100 the full control effect
Target sequence (O00167 whole entry, looked up): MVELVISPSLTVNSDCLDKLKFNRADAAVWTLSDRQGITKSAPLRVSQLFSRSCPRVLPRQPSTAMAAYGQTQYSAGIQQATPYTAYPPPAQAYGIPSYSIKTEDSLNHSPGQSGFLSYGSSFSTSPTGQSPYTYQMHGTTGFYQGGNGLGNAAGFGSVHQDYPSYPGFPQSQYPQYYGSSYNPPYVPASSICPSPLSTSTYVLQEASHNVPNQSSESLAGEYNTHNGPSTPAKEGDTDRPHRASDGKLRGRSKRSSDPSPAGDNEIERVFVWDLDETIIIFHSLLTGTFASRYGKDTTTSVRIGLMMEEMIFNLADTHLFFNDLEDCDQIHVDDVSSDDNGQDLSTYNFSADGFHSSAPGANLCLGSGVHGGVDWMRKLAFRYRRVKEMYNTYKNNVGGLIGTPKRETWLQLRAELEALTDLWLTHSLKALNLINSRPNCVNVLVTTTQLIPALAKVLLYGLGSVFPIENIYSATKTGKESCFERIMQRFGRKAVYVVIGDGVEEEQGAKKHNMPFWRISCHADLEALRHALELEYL
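Eya2 (0.2 uM) preincubated 10 min at ambient with compound, then OMFP substrate added at 50 uM; 10 min reaction in 50 mM HEPES pH 7.5, 50 mM NaCl, 5 uM MgCl2, 0.05% BSA, 1 mM DTT. Fluorescence read at Ex 485/Em 525 nm.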
uPA generation: cell surface uPA generation inhibition | cell surface uPA generation assay, qHTS | Potency, µM (highest dose often 38.3 µM), without a hit: at the highest dose activity change, negative = inhibition, usual class: inhibitors | actives 0.31% (n = 330,000) | AID 540303; active means well fitted inhibition curve with a large enough effect; inconclusive means small, poorly fitted or top-dose-only effect; inactive means no such curve, though single readings can be large or run the other way; tested in mouse RAW 264.7 cells; further: potency means the concentration at half of the fitted maximal effect; on the % scale 0 is the no-effect control and ±100 the full control effect; nearly all actives have a fitted effect of over 55% in size
PTAP TSG101 blk: blocks PTAP/TSG101 interaction to inhibit HIV-1 budding | Q99816 | Fluorescence polarization, FITC-PTAP peptide / Tsg101 binding | Potency, µM (doses to about 115 µM), for inactives: top-dose activity change, negative = inhibition, hits mostly inhibitors | 340,000 tested, under 10 active | AID 493005; active means well fitted inhibition curve with a large enough effect in the main read-out, with a control signal flat, not every such curve was filed as active; inconclusive means small, poorly fitted or top-dose-only effect, or effect the other way, or a change in a side signal; inactive means no such curve, though single readings can be large or run the other way; further: potency means the concentration at half of the fitted maximal effect; % of control where 0% means no effect
Target sequence (Q99816 whole entry, looked up): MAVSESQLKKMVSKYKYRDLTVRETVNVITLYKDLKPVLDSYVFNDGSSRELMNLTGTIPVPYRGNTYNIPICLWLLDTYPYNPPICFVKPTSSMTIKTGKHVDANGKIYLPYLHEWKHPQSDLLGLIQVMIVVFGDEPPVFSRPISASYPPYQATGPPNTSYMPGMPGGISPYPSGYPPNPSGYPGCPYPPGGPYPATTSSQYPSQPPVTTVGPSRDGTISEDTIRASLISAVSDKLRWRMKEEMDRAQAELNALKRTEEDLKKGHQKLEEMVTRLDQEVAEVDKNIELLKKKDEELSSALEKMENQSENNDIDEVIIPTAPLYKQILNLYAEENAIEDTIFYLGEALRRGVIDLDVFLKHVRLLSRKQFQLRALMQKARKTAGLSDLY
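Tsg101 binding domain (10 uM final) was mixed with compound and a FITC-labeled PTAP peptide (50 nM final) in HEPES pH 7.5 buffer with NaCl, Tween 20, EDTA and TCEP; fluorescence polarization was read after 20 min at r.t.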
Tb PFK block: inhibitors of T. brucei phosphofructokinase. O15648. T. brucei PFK, ADP-Glo luminescence. Potency, µM (series often up to 57.5 µM), inactives show at the top dose activity, negative = inhibition, actives largely listed as inhibitors. actives 0.17% (n = 330,000). AID 485367;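 further: potency means the concentration at half of the fitted maximal effect; 0% = uninhibited 1x PFK enzyme wells and -100% = no-enzyme wells; nearly all actives have a fitted effect of over 60% in size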
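1.25 nM PFK with 0.5 mM F6P and 0.1 mM ATP in 0.1 M TEA pH 8.0, 5 mM MgCl2, incubated 45 min at room temperature; ADP measured by ADP-Glo luminescence; compounds titrated up to 57 uM.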
TCR activator: activates T cell receptor signaling; primary human leukocytes, anti-CD3, IL-2 HTRF, 48 h; 330,000 tested, under 10 active; AID 504894; Potency, µM (series often up to 9.22 µM), for inactives: at the highest dose activation of IL-2 secretion, usual class: activators; further: % of control where 0% means no effect
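Primary human leukocytes incubated 48 hr with anti-CD3 beads plus compound, without co-stimulation. Secreted IL-2 measured by HTRF (europium cryptate/d2 anti-IL-2 pair, 320 nm excitation, 665 nm emission).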
B2AR arrestin: agonists driving beta-arrestin recruitment to human beta2-adrenergic receptor; P07550; beta-arrestin recruitment to beta2AR, cell-based reporter; Potency, µM (series often up to 46.1 µM), for inactives: at the top dose activation, hits mostly activators; actives 0.02% (n = 330,000);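 further: potency means the concentration at half of the fitted maximal effect; 0% = DMSO controls and full agonism = EC100 isoproterenol or metaproterenol; nearly all actives have a fitted effect of over 65% in size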
Mito fusion act: blocks mitochondrial division or promotes mitochondrial fusion; AID 485298; Potency, µM (titrated, usually from 46.1 µM), inactives show at the top dose growth rescue (activation), actives largely listed as activators; actives 0.23% (n = 320,000); S. cerevisiae fusion-defective mutant growth rescue, CellTiterGlo 48 h;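 further: potency means the concentration at half of the fitted maximal effect; % of control where 0% means no effect; nearly all actives have a fitted effect of over 45% in size; temperature-sensitive fusion mutants such as fzo1-1 at 37 °C on non-fermentable ethanol glycerol medium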
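Compounds are tested for their ability to restore growth of mitochondrial fusion-defective yeast strains at non-permissive 37C in YPEG medium over 48 hours. Viability is quantified by luciferase luminescence.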
BCR signal inh: chronic active BCR signaling inhibition; Potency, µM (series often up to 46.1 µM), inactives show at the top dose ratio change, negative = lower green/red ratio, actives largely listed as inhibitors; AID 493014; actives 0.05% (n = 340,000); ABC-DLBCL IkBa-CBG/CBR reporter, luminescence ratio, 4 h; active means well fitted inhibition curve with a large enough effect in the signal ratio, with a control signal flat, not every such curve was filed as active; inconclusive means small, poorly fitted or top-dose-only effect, or effect the other way, or a change in a side signal; the % refers to the signal ratio;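 further: potency means the concentration at half of the fitted maximal effect; plate controls were basal doxycycline-induced cells for no effect and cells given 10 µM MG132 for full effect; MG132 reads +100%, hits lower the ratio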
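Concentration-response series (up to 46 uM) were applied to TMD8 dual-reporter cells for 4 h at 37C with doxycycline. Green/red ratio, after filter-overlap correction, defined %Activity; red signal alone was normalised to basal cells and zero luminescence.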
USP2a block: USP2a (human) protease inhibition; O75604; USP2 core, Ub-CHOP2 coupled fluorogenic reporter, 485/531; Potency, µM (highest dose often 38.3 µM), for the others: at the highest dose activity change, negative = inhibition, actives largely listed as inhibitors; actives 0.01% (n = 330,000);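 further: potency means the concentration at half of the fitted maximal effect; plate controls were DMSO wells for no effect and full inhibition by NEM control for full effect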
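USP2 core (10nM final) preincubated 30min RT with compound in 20mM Tris-HCl pH 8.0, 2mM CaCl2, 2mM beta-mercaptoethanol, 0.05% CHAPS; 25nM Ub-CHOP2 plus 25nM reporter substrate added, fluorescence (Ex485/Em531) read after 60min.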
TSHR antagonist: human thyrotropin receptor antagonism; P16473; TSHR-expressing cells, TSH-stimulated cAMP HTRF, 2 h; hits give low values; activity change, negative = inhibition, % at 11.5 µM; actives 0.2% (n = 330,000); AID 504810;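 active means activity change below a set negative limit, meaning inhibition stronger than a set level, cut at about -70% in these data; inconclusive means activity change between two set negative limits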; further: on the % scale 0 is the no-effect control and ±100 the full control effect
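Freshly harvested TSHR cells receive pin-tooled compound, then EC80 TSH at 4nM final. After 2 hours at 37 deg C, antibody in lysis buffer and cAMP-d2 are added; 30 minutes at ambient temperature precede the HTRF read.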
ELG1 DNA repair: ELG1-dependent DNA repair inhibition. HEK293T ELG1-luciferase reporter, luminescence, 16 h; DNA damage induced by 5-fluorouridine. Potency, µM (top dose mostly 46.1 µM), for the others: top-dose activity change, negative = inhibition, hits mostly inhibitors. actives 2.3% (n = 330,000); further: potency means the concentration at half of the fitted maximal effect; on the % scale 0 is the no-effect control and ±100 the full control effect; nearly all actives have a fitted effect of over 55% in size
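HEK293T cells expressing luciferase-tagged ELG1 (2,000/well) received 5-Fluorouridine plus compound or DMSO for 16 hr at 37 °C. Luciferase was read by ONE-Glo luminescence after 30 min at room temperature.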
* hit, by the source's call; ? = inconclusive; / = not tested or not shown; [ ] = another dose, or the depositor's remark. Unless noted, the call rests on the fitted dose curve; in most records, active means well fitted curve in the direction sought with a large enough effect; inconclusive means small, poorly fitted or top-dose-only effect, or another doubt; inactive means no such curve, though single readings can be large; an effect the other way counts as inactive or inconclusive. Not a hit list (roughly 3% active in at least one column).

structure | BCR signal inh | Mito fusion act | Tb PFK block | Eya2 inh | ELG1 DNA repair | TSHR antagonist | TCR activator | uPA generation | B2AR arrestin | USP2a block | PTAP TSG101 blk
CCOC(=O)c1ccccc1NC(=O)CSc1nncn1C | -3% | -1% | -6% | -9% | -3% | 0 | 2% | -1% | -0.3% | -1% | 2%
CCn1c(SCC(=O)OC)nnc1-c1ccncc1 | 0% | -4% | -5% | 4% | -2% | -7 | 2%[46.1 µM] | -9% | 0.0% | -1% | 0%
COc1ccc(OC)c(CN2CCN(C(=O)c3cccc(S(=O)(=O)Nc4ccccc4OC)c3)CC2)c1 | ? | -5% | 11% | -2% | ? | 0 | -7% | -11% | 0.3% | 2% | -10%
COc1ccc(C(=O)NCCN2CCOCC2)c(OC)c1OC | ? | -4% | -5% | -7% | 26% | 2 | 3% | -1% | -0.2% | -1% | 0%
COc1ccccc1Nc1ncc(C(=O)Nc2ccc(OC)c(OC)c2)c2ccccc12 | ? | -1% | 4% | 4% | ? | 4 | -3% | 4% | -1.0% | -1% | 1%
COCCCNC(=O)CN(c1cc(Cl)ccc1OC)S(C)(=O)=O | -2% | 2% | -2% | -6% | 4% | 0 | 5% | 2% | 0.1% | 1% | -2%
Cc1ccc(N2CC(C(=O)Nc3nnc(SCC(=O)Nc4nc(C)cs4)s3)CC2=O)cc1 (stereo unspecified) | 3% | -6% | -4% | 1% | 13% | -3 | 4%[46.1 µM] | 4% | -1.2% | 1% | 2%
COc1ccc(CCC(=O)OCC(=O)Nc2ccccc2OC(F)F)cc1OC | 0% | -3% | 0% | -9% | 1% | 10 | 8% | 1% | -0.5% | 2% | -3%
CC(=O)c1ccc(S(=O)(=O)N2CCCC(N(C)CCc3ccccn3)C2)cc1 (stereo unspecified) | 0% | 2% | 1% | -6% | 3% | 4 | 11% | 2% | -0.8% | -2% | 4%
CCOC(=O)C1(CC2CC2)CCN(Cc2cn[nH]c2-c2ccccc2)CC1 | 12% | -2% | 8% | 2% | -4% | -8 | 0% | -4% | 0.2% | 4% | -2%
Cc1nc(SCC(=O)NCCc2ccccc2)c2oc3ccccc3c2n1 | 1% | 4% | 1% | -1% | 1% | 4 | -2% | 2% | -0.4% | -1% | 4%
O=C(COC(=O)COc1ccccc1)NCc1ccc2c(c1)OCO2 | -1% | / | -4% | -11% | 10% | -2 | 1% | 4% | 0.8% | -4% | 0%
O=C(CNC(=O)C1COc2ccccc2O1)N/N=C/c1ccc([N+](=O)[O-])cc1 (stereo unspecified) | 1% | -9% | 0% | 11% | 4% | 8 | 6% | 6% | -0.1% | 8% | -1%
COc1ccc(S(=O)(=O)N2CCc3ccccc32)cc1C(=O)OCc1c(C)noc1C | ? | 7% | -6% | 0% | ? | -2 | -20% | 0% | 0.0% | -3% | -6%
Cc1ccc(OCC(=O)N2CCOCC2)cc1C | 0% | -3% | 7% | 0% | ? | 1 | -1%[46.1 µM] | -5% | -0.6% | -1% | 0%
Cc1nn(C(C)C(=O)NCc2cccs2)c(=O)c2nn(-c3ccccc3)c(C)c12 (stereo unspecified) | -5% | 3% | 6% | -8% | 0% | -5 | -3% | 3% | 0.1% | 1% | 2%
N#C/C(=C\c1ccccc1OCC(=O)O)c1nc2ccccc2[nH]1 | -2% | -2% | 1% | -7% | -2% | -6 | -5% | 0% | -0.8% | 3% | -5%
O=C(O)c1cccc(Cn2cccn2)c1 | 0% | 1% | -1% | -9% | ? | 34 | -1% | -5% | 0.0% | 3% | -9%
Cc1ccc(S(=O)(=O)NCCC(=O)N2CCN(Cc3ccccc3)CC2)cc1 | -1% | -7% | -6% | 1% | -3% | -2 | 0% | -3% | -0.3% | -1% | -2%
CCN(CC)C(=O)COc1coc(CN2CCN(Cc3ccccc3)CC2)cc1=O | 0% | 0% | -5% | 5% | 13% | -3 | 1% | 5% | -0.2% | 6% | 0%
COc1cccc(-c2nnc(NC(=O)c3ccc4ncsc4c3)o2)c1 | ? | ? | -2% | -2% | 0% | -2 | 4%[46.1 µM] | -3% | -3.7% | 0% | -2%
CCOC(=O)c1c(NC(=O)CSc2nnc(-c3ccccc3)n2CC)sc(C(C)=O)c1C | ? | 3% | 5% | 0% | ? | -14 | -4% | -13% | -0.2% | -1% | -3%
COc1nc(Nc2cccc([N+](=O)[O-])c2)nc(OC)n1 | 8% | -1% | 2% | 2% | ? | -3 | -1% | -1% | 0.2% | 1% | -6%
Cn1ccnc1C(=O)c1cc(SCC(=O)NCc2ccccc2)nc2ccccc12 | -28% | 12% | 0% | 4% | 8.2µM* | 19 | -12% | -10% | -0.3% | 0% | 0%

3 compounds from above, arranged by their value in B2AR arrestin, high to low.
SMILES	Tb PFK block	Eya2 inh	TSHR antagonist	TCR activator	uPA generation	B2AR arrestin	USP2a block	PTAP TSG101 blk
COc1nc(Nc2cccc([N+](=O)[O-])c2)nc(OC)n1	2%	2%	-3	-1%	-1%	0.2%	1%	-6%
CCN(CC)C(=O)COc1coc(CN2CCN(Cc3ccccc3)CC2)cc1=O	-5%	5%	-3	1%	5%	-0.2%	6%	0%
N#C/C(=C\c1ccccc1OCC(=O)O)c1nc2ccccc2[nH]1	1%	-7%	-6	-5%	0%	-0.8%	3%	-5%

Back to the main list, starting two compounds before the break.
structure | BCR signal inh | Mito fusion act | Tb PFK block | Eya2 inh | ELG1 DNA repair | TSHR antagonist | TCR activator | uPA generation | B2AR arrestin | USP2a block | PTAP TSG101 blk
COc1nc(Nc2cccc([N+](=O)[O-])c2)nc(OC)n1 | 8% | -1% | 2% | 2% | ? | -3 | -1% | -1% | 0.2% | 1% | -6%
Cn1ccnc1C(=O)c1cc(SCC(=O)NCc2ccccc2)nc2ccccc12 | -28% | 12% | 0% | 4% | 8.2µM* | 19 | -12% | -10% | -0.3% | 0% | 0%
O=C(COC(=O)c1ccccc1F)NC(=O)NC1CCCC1 | -17% | -11% | -3% | -5% | 0% | 13 | 1% | 8% | -0.2% | 4% | -6%
CC(=O)Nc1cccc(-c2nc3ccccc3s2)c1C | -6% | 2% | 1% | 2% | ? | -7 | -2% | -6% | -0.2% | 1% | 0%
CCCCCCSc1nsc(NC(C)=O)n1 | ? | 18% | -1% | -15% | ? | -42 | 2% | -1% | 0.2% | -1% | -4%
O=C(c1ccc(Cl)cc1Cl)C1(n2cncn2)Oc2ccccc2C1O (stereo unspecified) | 0% | 4% | 2% | -20% | 7% | -5 | / | 1% | -0.1% | -1% | -6%
CC(C)(C)OC(=O)CC[C@@H](C(=O)N1CCN(C(=O)OC(C)(C)C)CC1)n1cc(C(CO)NC(=O)OC(C)(C)C)nn1 (stereo partly specified) | 13% | -4% | 0% | 0% | -10% | -4 | -11% | -3% | -0.4% | 10% | -1%
CN1CCN(C(=S)C(=O)Nc2ccc(Br)cc2)CC1 | ? | -3% | 12µM* | -12% | -2% | -7 | -6% | -8% | 0.1% | 13% | 0%
C[C@H]1CN=C(N(C)C)N1CC1CCCC1 | 1% | -9% | -5% | -20% | 0% | -4 | -1% | 4% | -0.4% | 2% | -1%
COc1ccc(C(=O)NC(C)c2nccs2)cc1OC1CCN(C(C)C)CC1 (stereo unspecified) | -3% | -1% | -3% | 10% | ? | 5 | 1% | 1% | 0.0% | -1% | -5%
O=C(Nn1cnnc1)C(Sc1ccccc1)c1ccccc1 (stereo unspecified) | 6% | -2% | 3% | 5% | 7% | 30 | / | / | -0.2% | 2% | -5%
CNC(=O)c1[nH]cnc1C(=O)Nc1ccc(Cl)cc1 | -9% | 13% | 0% | 2% | ? | -1 | -1% | ? | -0.8% | -3% | -3%

Screening results deposited in PubChem BioAssay by National Center for Advancing Translational Sciences (NCATS).
